APE1 inh: inhibitors of human APE1 endonuclease | recombinant APE1, TAMRA/BHQ-2 abasic DNA cleavage fluorescence | Potency, µM (highest dose often 65.8 µM), for the others: at the highest dose activity change, negative = inhibition, most hits filed as inhibitors | P27695 | hit rate 0.35% among 350,000;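 note: plate controls were vehicle for no effect and reference inhibitor for full effect; nearly all actives have a fitted effect of over 55% in size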
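Step 1: APE1 (0.75 nM) with compound, 15 min RT. Step 2: add 50 nM fluorophore/quencher THF duplex. Step 3: three fluorescence reads 60 s apart (525/598 nm); read 3 minus read 1 = reaction progress.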
BAZ2B block: BAZ2B (human) inhibition; AlphaScreen BAZ2B-H3K14Ac peptide displacement; Potency, µM (series often up to 114 µM), for inactives: at the top dose activity change, negative = inhibition, usual class: inhibitors; hit rate 4.4% among 360,000; AID 504333; note: % is set by controls: 0 for no effect and ±100 for the full control effect; nearly all actives have a fitted effect of over 60% in size
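Protein-peptide AlphaScreen: BAZ2B 50 nM, b-H3K14Ac 50 nM, 1x PBS pH 7.4 + 0.01% Tween-20. Preincubation 30 min RT; cpd 30 min RT (top 110 uM); beads 20 min RT, light-protected.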
Pol iota inh: inhibitors of human DNA polymerase iota; Q9UNA4; Pol iota fluorescent replication assay, 10 min; Potency, µM (highest dose often 115 µM), for the others: top-dose activity, negative = inhibition, most hits filed as inhibitors; hit rate 1% among 390,000; AID 588590
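Pol iota at 10 nM preincubated 15 min with compounds at room temperature; reaction started with fluorescent substrate, 50 nM final. Fluorescence read kinetically at 0 and 10 min; buffer-only wells as negative control.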
POLK inh: DNA polymerase kappa (human) inhibition | Q9UBT6 | Potency, µM (top dose mostly 107 µM), for inactives: top-dose activity, negative = inhibition, most hits filed as inhibitors | purified Pol kappa, fluorescent DNA synthesis assay, 10 min | hit rate 0.53% among 400,000; note: % is set by controls: 0 for no effect and ±100 for the full control effect
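Activity was followed as the change in fluorescence between reads at 0 and 10 min after starting the reaction with 50 nM substrate. Beforehand, 10 nM polymerase had been preincubated with compound for 15 min at room temperature.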
POLB inh: blocks human DNA polymerase beta activity; Pol beta primer extension/strand displacement, fluorescence kinetic; Potency, µM (series often up to 114 µM), for inactives: top-dose activity change, negative = inhibition, hits mostly inhibitors; hit rate 1.3% among 340,000; AID 485314; note: % is set by controls: 0 for no effect and ±100 for the full control effect
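Homogeneous kinetic assay of primer extension and strand displacement by 10 nM Pol beta, preincubated 15 min at room temperature with compound before 50 nM substrate (final) was added. Read at 0 and 10 min; four-parameter Hill fit.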
BLM inh: Bloom syndrome helicase (human) inhibition; P54132; recombinant BLM DNA unwinding, fluorescence dequenching; Potency, µM (doses to about 56.1 µM), without a hit: at the top dose activity change, negative = inhibition, usual class: inhibitors; hit rate 0.2% among 350,000; AID 2528;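 note: plate controls were vehicle for no effect and no enzyme for full effect; nearly all actives have a fitted effect of over 35% in size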
Pol eta inh: blocks human DNA polymerase eta activity | Q9Y253 | recombinant Pol eta, fluorescent DNA replication assay | Potency, µM (top dose mostly 114 µM), without a hit: top-dose activity change, negative = inhibition, most hits filed as inhibitors | hit rate 1.2% among 390,000 | AID 588591; note: % is set by controls: 0 for no effect and ±100 for the full control effect
Target sequence (Q9Y253 whole entry, looked up): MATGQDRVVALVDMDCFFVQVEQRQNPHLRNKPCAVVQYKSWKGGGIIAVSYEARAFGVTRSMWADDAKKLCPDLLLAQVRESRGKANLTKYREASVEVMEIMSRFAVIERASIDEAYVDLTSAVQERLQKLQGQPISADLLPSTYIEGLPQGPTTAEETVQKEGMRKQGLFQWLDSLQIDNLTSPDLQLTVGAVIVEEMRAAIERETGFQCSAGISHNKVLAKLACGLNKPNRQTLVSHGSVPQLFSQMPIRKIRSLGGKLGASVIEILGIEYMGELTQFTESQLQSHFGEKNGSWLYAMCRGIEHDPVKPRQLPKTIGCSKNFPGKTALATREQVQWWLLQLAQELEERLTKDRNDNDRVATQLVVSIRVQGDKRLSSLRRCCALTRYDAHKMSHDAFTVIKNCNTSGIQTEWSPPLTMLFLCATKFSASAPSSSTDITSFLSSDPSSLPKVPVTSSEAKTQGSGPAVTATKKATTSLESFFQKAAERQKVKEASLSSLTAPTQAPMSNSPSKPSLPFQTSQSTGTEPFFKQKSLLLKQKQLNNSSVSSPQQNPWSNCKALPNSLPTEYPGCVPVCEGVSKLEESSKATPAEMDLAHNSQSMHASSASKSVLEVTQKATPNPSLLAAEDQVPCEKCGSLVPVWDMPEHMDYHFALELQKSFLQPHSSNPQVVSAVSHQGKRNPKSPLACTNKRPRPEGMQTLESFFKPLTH
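Fluorescent replication assay: 50 nM final substrate added after a 15 min room-temperature compound preincubation with 10 nM enzyme. Signal taken at 0 min and again at 10 min.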
G9a inh: blocks human histone lysine methyltransferase G9a. hit rate 8.8% among 350,000. Potency, µM (series often up to 102 µM), for inactives: top-dose activity, negative = inhibition, most hits filed as inhibitors. G9a H3K9 monomethylation, AlphaScreen, 2 h; note: % is set by controls: 0 for no effect and ±100 for the full control effect; nearly all actives have a fitted effect of over 75% in size
Target sequence (Q96KQ7 913-1193 limits assumed): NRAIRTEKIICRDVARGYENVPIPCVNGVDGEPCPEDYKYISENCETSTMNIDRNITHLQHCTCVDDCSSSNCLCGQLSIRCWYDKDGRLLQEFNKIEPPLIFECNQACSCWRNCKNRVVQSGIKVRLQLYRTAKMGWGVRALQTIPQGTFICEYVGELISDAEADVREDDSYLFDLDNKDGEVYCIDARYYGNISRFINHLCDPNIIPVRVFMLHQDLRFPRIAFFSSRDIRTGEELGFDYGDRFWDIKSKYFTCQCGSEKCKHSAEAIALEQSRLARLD
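Enzyme 20 nM + cpd, 15 min RT; add b-H3K9 pep 500 nM / SAM 20 uM; 2 h RT; anti-H3K9me1 Ab 0.5 ug/mL + SA donor / anti-rabbit acceptor beads 20 ug/mL each, 10 min; AlphaScreen read.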
JMJD2A Tudor: inhibitors of human JMJD2A Tudor domain. O75164. AlphaScreen JMJD2A-Tudor / H3K4me3 peptide binding. Potency, µM (top dose mostly 114 µM), inactives show at the highest dose activity change, negative = inhibition, most hits filed as inhibitors. hit rate 4.4% among 390,000; note: % is set by controls: 0 for no effect and ±100 for the full control effect; nearly all actives have a fitted effect of over 50% in size
Active calls of the source: *; ? = inconclusive; . = not tested or not shown; & = joins results of further samples; [ ] = another dose, or the depositor's remark. Calls come from the whole dose curve; as a rule, active = well fitted curve in the direction sought with a large enough effect; inconclusive = small, poorly fitted or top-dose-only effect, or another doubt; inactive = no such curve, though single readings can be large; an effect the other way counts as inactive or inconclusive. Potency is the fitted concentration of half-maximal effect. An excerpt; rates above refer to the full screens.

Fields – POLB inh | BLM inh | Pol eta inh | POLK inh | G9a inh | APE1 inh | BAZ2B block | JMJD2A Tudor | Pol iota inh
- COc1ccc(NC(=O)c2cccc(OC(=S)N3CCOCC3)c2)cc1
    1.5% | -3.1% | -6.4% | -1.0% | 0.6% | -3.3% | -17.4% | -8.5% | -10.8%
- Cc1ccc(S(=O)(=O)N(C)c2ccc(OCC(=O)NCc3ccco3)cc2)cc1
    -25.4% | -0.8% | -6.5% | -12.2% | ? | -0.3% | ? | -26.3% | 21.9%
- CCOc1cccc(-c2nnc3sc(COc4ccccc4)nn23)c1
    21.0% | -6.0% | -0.9% | -7.0% | -18.5%[59 µM] | 15.9% | 10.3% | -19.3% | ?
- CC(=O)N1CCc2cc(S(=O)(=O)CCC(=O)Nc3ccc(C)cc3Br)ccc21
    -22.5% | 0.7% | -20.8% | -18.6% | ? | . | . | -7.7% | -6.2%
- CCOC(=O)CSc1nc(C)c(Oc2ccc(Cl)cc2Cl)c(=O)[nH]1
    13.7% | -1.6% | -12.8% | -12.9% | ? | -5.3% | -11.4% | -3.8% | ?
- COc1ccc(CCNC(=O)c2ccc3c(c2)nc2n3CCCCC2)cc1OC
    -0.6% | -2.6% | -0.4% | -9.1%[60.1 µM] | -1.9%[59 µM] | . | 3.6% | -14.0% | -9.0%
- Cc1sc(NC(=O)CN2C(=O)NC3(CCCC3)C2=O)nc1-c1ccc(F)cc1
    . | . | -11.4% | -6.6% | ? | 10.2% | -7.5% | -9.7% | 13.2%
- Cc1ccc(-c2nc(CCNC(=O)C(=O)Nc3ccc(C)cc3C)cs2)cc1
    27.3% | -1.7% | -9.5% | -2.2%[60.1 µM] | 7.1%[59 µM] | . | 6.3% | -6.5% | 10.8%
- Cc1ccc(CSc2n[nH]c(N)n2)cc1
    -6.9% | -8.0% | -5.3% | -12.2% | -13.3% | 10.7% | -21.6% | -16.2% | 9.1%
- O=C(NC1CCCCC1)C(c1cccnc1)N(C(=O)CCl)c1cccc(Cl)c1 (stereo not given)
    -1.0% | -6.5% | ? | -8.5% | 2.3% | -0.3% | -1.9% | -17.2% | ?
- COC(=O)C1=C(c2ccccc2)c2ccccc2S(=O)(=O)N1CC(=O)Nc1ccccc1Cl
    31.6%[activator] | -6.0% | -12.5% | -10.1% | -34.3%[59 µM] | . | -11.3% | -21.2% | -0.7%
- COc1cccc(C2c3c(oc4ccccc4c3=O)C(=O)N2c2ccccn2)c1 (stereo not given)
    42.4% | -3.6% | -1.5% | -9.8% | 5.5% | 10.3% | -5.0% | -22.9% | 0.6%
- Cc1cc[n+](-c2[nH]c(=O)sc2/C=N/N=C(\[O-])CCn2c3ccccc3c3ccccc32)cc1
    ? | -9.1% | -13.1% | -12.8% | -45.9% | 0.7% | ? | ? | -4.5%
- Cc1ccc(S(=O)(=O)N2CCC(=O)N(C(COCc3cccc(Cl)c3)Cc3ccccc3)CC2)cc1 (stereo not given)
    16.5% | -8.7% | -18.4% | 5.9% | -5.4% | 10.6% | 1.8% | -2.1% | 9.1%
- COCCCNC(=O)c1oc2c(c1C)-c1nn(Cc3ccc(Cl)cc3)cc1CC2
    -31.4% | -9.0% | -1.5% | -2.2% | -3.0%[59 µM] | . | -12.0% | -22.4% | 13.2%
- Cc1nn(-c2ccccc2)c(Cl)c1C(=O)Nc1ccc(N2CCOCC2)cc1
    -0.3% | -3.2% | -9.5% | -4.7% | ? | -8.3% | -25.4% | 10.4%[57.1 µM] | 154.1%[activator]
- CCOC(=O)c1c(-c2ccccc2)csc1NC(=O)/C(C#N)=C/c1ccc(O)c(OC)c1
    -12.8% | -14.6% | ? | -33.9% | 39.8µM* | -3.6% | ? | -31.8% | 1.2%
- COc1ccc(CCNC(=O)c2cnc3n(c2=O)CCS3)cc1OC
    27.2% | 6.4% | -9.2% | -12.9% | ? | 15.6% | -6.0% | -15.4% | 21.8%
- Cc1ccc2[nH]c(=O)c(CN(CCN3CCOCC3)C(=O)Nc3ccc(F)cc3)cc2c1
    37.2% | 1.2% | -8.1% | -0.2% | ? | -1.9% | -3.9% | -14.0% | 9.7%
- CN1/C(=C/C(=S)NC(=O)C2(C)CC2(Cl)Cl)C(C)(C)c2ccccc21 (stereo not given)
    9.1% | -8.0% | -28.7% | -7.3% | ? | 2.9% | 20µM* | 35.5µM* | 30.3%[activator]
- COc1ccc(-n2ncc(C(C)NS(=O)(=O)c3ccc(C(C)=O)cc3)c2C)cc1 (stereo not given)
    27.0% | -5.3% | -3.1% | -12.5% | . | 2.1% | -9.4% | -3.6% | 7.9%
- COc1ccc(CCNC(=O)c2ccc3c(c2)S(=O)(=O)N=C2CCCCCN23)cc1
    . | . | -16.2% | -9.5% | -24.8% | 19.5% | -3.4% | 1.4% | 19.6%
- Cc1ccc(Cn2ccc(NC(=O)c3cc(-c4ccccc4)on3)n2)cc1
    -1.5% | 0.2% | -10.9% | -2.4% | -21.3%[12.7 µM] | 0.9% | -0.8% | -11.0% | 7.0%
- Cc1ccc(Cc2nc3ccccc3nc2SCC(=O)NCCC(C)C)cc1
    9.1% | -0.4% | -15.0% | -2.1%[60.1 µM] | 7.6%[59 µM] | . | 3.6% | -27.6% | -1.4%
- O=C(/C=C/c1ccccc1)NCC1(c2ccccc2)CCOCC1
    -18.0% | -5.5% | 0.6% | -1.4% | 10.8%[59 µM] | -4.7% | -2.1% | -10.1% | 77.4%[activator]
- CCOc1cc(/C=N/Nc2cccc(C(=O)O)c2)ccc1OC(=O)c1ccccc1
    ? | -2.0% | -20.7% | -14.1% | 10µM* | 0.6% | ? | ? | -11.8%
- COc1ccc(N2CCN(C(=O)CSc3nnc4ncccn34)CC2)cc1
    -7.9% | 1.5% | -10.4% | -5.0% | ? | 1.1% | . | -19.9% | 26.8%
- COCCc1ccc(OCC(O)CNC(C)C)cc1 (stereo not given)
    1.7% | -2.9%&-6.5% | -16.7% | ? | -5.3%&5.7%&-28.8%[59 µM] | 1.3% | -21.5%&-4.0% | 2.9%&-7.2%&-5.0% | -7.7%
- O=C(Nc1cc(Cl)ccc1Oc1ccccc1)c1ccc(F)cc1
    -7.9% | -6.3% | -15.9% | -5.3% | 150.6%[activator][59 µM] | 5.1% | 146.8%[activator] | 62.9%[activator] | 5.5%
- COc1ccc(CCNc2oc(/C=C/c3cc(OC)c(OC)c(OC)c3)nc2C#N)cc1OC
    -1.1% | -4.0% | -8.8% | -10.5% | 7.4%[59 µM] | . | -3.4% | -7.2% | 0.4%
- Cc1ccc(S(=O)(=O)N(C)c2ccc(OCC(=O)Nc3cccc(-n4cnnn4)c3C)cc2)cc1
    -3.6% | -1.6% | -9.2% | -13.3% | 14.6%[12.7 µM] | 13.9% | -3.5% | -8.2% | 23.0%
- Cn1c(=O)[nH]c(=O)c2c1nc(SCC(=O)O)n2Cc1ccccc1
    20.5% | -1.2% | -6.6% | 3.9% | 22.4µM* | 23.1% | 7.8% | 25.1µM* | 11.4%
- CCC(C)N(C)C(=O)c1cc2ccccc2c(-c2ccccc2Cl)n1 (stereo not given)
    8.0%[57.1 µM] | -12.8% | -3.8%[57.1 µM] | -10.0%[60.1 µM] | 25.1%[12.7 µM] | -1.4%&-2.6%&1.0% | -16.6% | -18.7% | ?
- CC(/C=C/c1ccccc1)=N/O
    37.8% | -0.8% | -14.9% | 0.9% | -12.5% | -5.3% | -7.4% | -25.8% | 6.9%
- COCCn1c(=O)c(-c2cc(F)cc(F)c2)nc2cnc(N3CCN(C)CC3)nc21
    . | -11.4% | . | -1.9%[60.1 µM] | 1.6%[0.501 µM] | -0.5% | . | . | .
- COC(=O)CC(CC(=O)OC)n1cccc1
    . | . | -8.9% | -10.3% | . | . | . | ? | 2.1%
- COc1ccccc1CNC(=O)CCNS(=O)(=O)c1cc(Br)cnc1N
    57.0% | -3.7% | -9.5% | -11.5% | -1.1% | 30.5% | -12.8% | ? | -5.3%
- COc1cc(OC)cc(C(=O)N[C@H](C(=O)NCc2cccs2)C(C)C)c1
    -1.3% | -6.7% | 5.6% | -4.1% | ? | 3.1% | -14.2% | -18.2% | 108.5%[activator]
- CCc1ccc(S(=O)(=O)c2nnn3c2nc(NCc2cccc(OC)c2)c2cc(Cl)ccc23)cc1
    24.7% | -7.5% | -10.3% | 2.4% | 1.0%[59 µM] | . | -0.1% | -12.4% | 15.1%
- C=CCn1c(SCC(=O)Nc2cc(C)nn2-c2ccccc2)nnc1C1CCCCC1
    1.6% | 1.2% | -15.6% | 5.8% | -42.4%[12.7 µM] | -2.8% | -2.2% | -5.2% | -1.6%
- Cc1ccc(S(=O)(=O)N(CC(=O)Nc2ccccc2C(=O)O)c2ccc(Cl)cc2)cc1
    0.0% | -1.4% | -18.6% | 3.5% | -34.2%[59 µM] | -1.2% | ? | -4.8% | 12.4%
- Cc1ccc(OC(=O)c2ccccc2P(=O)(O)O)cc1
    14.8% | 0.0% | -0.2% | -18.0%[60.1 µM] | ? | 1.7% | ? | -23.0% | 1.3%
- O=C(OC(C(=O)NCc1ccccc1)c1ccccc1F)c1ccco1 (stereo not given)
    9.7% | -4.5% | -24.0% | 1.2% | -8.9% | 27.1% | -17.8% | -0.7% | 16.7%
- CCCCNc1ccc(-c2nc(-c3ccccn3)no2)cc1[N+](=O)[O-]
    -14.5% | -5.1% | -4.9% | -25.3% | -6.9%[59 µM] | . | -5.4% | -27.5% | 7.7%
- Cc1ccc(N=Nc2ccc(O)c3ncccc23)cc1C
    1.6% | -11.8% | -11.2% | -3.0% | ? | -1.5% | -30.1% | ? | 8.0%
- CCC(=O)NC(=S)Nc1cccc(NC(=O)c2ccccc2C)c1
    ? | -0.2% | -13.3% | -14.2% | ? | -1.0% | -19.3% | -7.0% | -6.1%
- COc1ccc(Cc2nc(C(=O)Nc3ccc(Cl)cc3)cs2)cc1
    -20.7% | -7.1% | -1.5% | -2.9% | 25.5%[12.7 µM] | -2.3% | 18.8% | 44.9%[activator] | -3.2%
- O=C(NC1CCCCC1)c1ccc(CNc2c(N3CCOCC3)c(=O)c2=O)cc1
    2.7% | -1.0% | -11.4% | -8.7% | 3.0% | -4.2% | -4.7% | -9.2% | -15.7%

Screening results deposited in PubChem by National Center for Advancing Translational Sciences (NCATS).
